Screening results (PubChem BioAssay)
M17LAP inhibition – P. falciparum M17LAP inhibitors, primary screen, biochemical, fluorogenic H-Leu-NHMec substrate, 1536-well (AID 1619); recombinant M17LAP, H-Leu-NHMec fluorogenic kinetic assay; higher % means a stronger effect; inhibition, % at 30 µM, or IC50 in µM where a hit was titrated; actives 0.38% (n = 220,000);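 active means compound inhibiting the enzyme by more than half at any dose during confirmatory dose-response retesting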;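 further: plate controls were full reaction with DMSO carrier for no effect and no enzyme background for full effect; strong numbers were not always called active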
LYP inhibition – inhibitors of LYP phosphatase, biochemical, fluorescence intensity, uHTS (AID 1779). one-dose inhibition, % at 11.5 µM; IC50 in µM for titrated hits. recombinant LYP phosphatase, fluorescence intensity; higher % means a stronger effect. actives 0.054% (n = 290,000);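 further: plate controls were vehicle with enzyme for no effect and no enzyme for full effect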
Yfh1-depleted yeast – enhancers of respiration in Yfh1-depleted yeast, dose response, Friedreich's ataxia, plus single-dose screen (AID 1465); S. cerevisiae Yfh1-off respiration, WST-1 reduction, 72 h; higher fold induction means a stronger effect; one-dose fold induction at 50 µM; EC50 in µM for titrated hits; actives 0.074% (n = 220,000);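 active means fold induction of absorbance versus untreated yeast above a set limit, then at least 30% activation at any dose in follow-up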;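 further: activators that raise dye reduction in frataxin-depleted yeast; strong numbers were not always called active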
human PMI inhibition – inhibitors of human PMI, primary screen, biochemical, fluorescence intensity, coupled assay (AID 1209) | purified PMI enzyme, coupled fluorescence intensity; higher % means a stronger effect | inhibition, % at 20 µM; hits with a dose series show IC50 in µM | actives 0.42% (n = 190,000);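 further: plate controls were DMSO vehicle for no effect and wells lacking substrate for full effect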
WT yeast gro inh – growth inhibition of WT yeast, mitochondrial fusion screen | mitochondrial fusion phenotypic screen, WT strain | inhibition, % at 10 µM | actives 2.1% (n = 190,000); in the data active means inhibition above about 58%; tested in S. cerevisiae
M1AAP inhibition – P. falciparum M1AAP inhibitors, biochemical, fluorogenic H-Leu-NHMec substrate, 1536-well (AID 1445); recombinant M1AAP, H-Leu-NHMec fluorogenic kinetic assay; higher % means a stronger effect; one-dose inhibition, % at 30 µM; IC50 in µM for titrated hits; actives 0.42% (n = 220,000);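 active means primary inhibition above the hit cutoff, then over 50% inhibition at one or more dose response concentrations, cut at about 23% in these data, passing the limit was not always enough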;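 further: plate controls were DMSO full reaction for no effect and no enzyme background for full effect; strong numbers were not always called active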
PMI inhibition – MPI inhibition at elevated mannose 6-phosphate – biochemical, fluorescence intensity, high mannose 6-phosphate, primary screen (AID 1220). inhibition, % at 20 µM; hits with a dose series show IC50 in µM. recombinant PMI enzyme, coupled fluorescence intensity; higher % means a stronger effect. actives 0.66% (n = 190,000)
XIAP antagonists – XIAP antagonists, biochemical, IAP family, fluorescence polarization (AID 1018); XIAP BIR domain, fluorescence polarization peptide displacement; higher % means a stronger effect; actives 0.007% (n = 200,000); displacement, % at 20 µM, or IC50 in µM where a hit was titrated; in the data active means displacement above about 50%; further: a part of the inactive calls stands beside numbers as strong as those of hits
TNAP activation fold – human TNAP enzyme activators, primary screen, biochemical, luminescent, no phosphate acceptor, uHTS (AID 1001). actives 0.03% (n = 200,000). activation fold at 20 µM, or EC50 in µM where a hit was titrated. purified TNAP, luminescent activation assay, no phosphate acceptor; higher activation fold means a stronger effect; in the data active means activation fold from about 3, or a potency from the dose series; inactive means the rest, 99 in 100 with activation fold below about 1.6; further: many of its hits are not listed in these tables
WT yeast gro inh mutant strain – further read-out of WT yeast gro inh, marked with its call; inhibition, %; mitochondrial fusion phenotypic screen, mutant strain inhibition
* marks the source's active call; other numbers are inactive results; i = inactive; nt = not tested or not shown. Unless noted, no stated cut-off is given here; in the data, active means inhibition above about 50%; inactive means the rest. The order is random; overall some 3.7% were active at least once.

SMILES	M17LAP inhibition	LYP inhibition	Yfh1-depleted yeast	human PMI inhibition	WT yeast gro inh	WT yeast gro inh mutant strain	M1AAP inhibition	PMI inhibition	XIAP antagonists	TNAP activation fold
CCc1ccc(NC(=O)C(C)OC(=O)c2cc(=O)[nH]c3ccc(S(=O)(=O)Nc4ccc(F)cc4)cc23)cc1 (stereo not given)	8.7%	-6.1%	i	5.6%	4.0	7.2	11.4%	2.0%	-3.7%	1
COCCCNC(=O)c1ccc(Cn2c(=O)c3ccccc3n(CC(=O)NCc3ccco3)c2=O)cc1	-4.0%	-8.1%	i	-8.4%	16.9	9.1	9.3%	-2.9%	-6.2%	1
Cc1cccn2c(=O)c(C=Nc3c(C)n(C)n(-c4ccccc4)c3=O)c(N3CCCC3)nc12	nt	-2.0%	nt	-14.6%	nt	nt	nt	-13.1%	-6.0%	0.9
Cc1ccc(C(=O)N2CCCC(C(=O)c3ccc(Oc4ccccc4)cc3)C2)cn1 (stereo not given)	-4.3%	-2.3%	i	12.6%	29.8	29.4	-2.2%	9.2%	-5.0%	1.1
O=C(N/N=C/c1ccccc1C(=O)O)c1ccccc1Br	28.5%	-3.0%	i	-0.2%	20.2	-20.9	-4.7%	-1.5%	-4.7%	0.9
COC(=O)c1ccccc1NC(=S)N1CCN(c2ccccn2)CC1	-3.2%	-6.1%	i	7.2%	-6.9	18.3	-8.3%	5.5%	-2.1%	1.1
O=C(Nc1c(C(=O)Nc2cccc3ccccc23)cnn1-c1ccccc1)c1ccco1	13.7%	0.7%	i	-16.0%	1.7	6.0	3.9%	-6.2%	-9.4%	1
Cc1cc(NC(=O)c2ccc(Br)cc2)nc(C)n1	nt	-6.9%	i	3.0%	12.9	7.7	nt	-0.8%	-5.7%	1
O=C(NCc1cccc(CNC(=O)C(=O)NCc2ccco2)c1)C(=O)NCc1ccco1	0.0%	-4.1%	i	-15.1%	-9.7	2.4	4.8%	-5.5%	-4.6%	1.1
O=C(O)CSCNC(=O)C12CC3CC(CC(C3)C1)C2	14.0%	0.9%	i	-6.3%	11.0	9.5	7.6%	-16.0%	-8.2%	1
Cc1ccc(Cl)cc1N(CC(=O)NCc1ccc2c(c1)OCO2)S(C)(=O)=O	-0.9%	-14.1%	i	4.4%	2.0	7.6	1.9%	9.4%	-6.1%	1.1
CCOC(=O)COc1cc(-n2c(=S)[nH]c3ccccc3c2=O)c(Cl)cc1Cl	6.7%	0.0%	i	11.7%	30.1	0.6	-5.5%	19.6%	-4.1%	1
COc1cc(/C=C/C(=O)NCCN2CCOCC2)cc(OC)c1OC	-1.2%	-1.7%	i	0.2%	-32.3	7.2	16.1%	0.1%	-11.5%	1.1
Nc1nc(SCC(=O)NC2CCCCCC2)[nH]c(=O)c1-c1ccccc1	10.3%	-0.9%	i	-1.7%	nt	nt	0.8%	-4.1%	-2.2%	1.1
CCOC(=O)c1ccccc1NC(=O)c1cn(-c2ccc(OC)cc2)c(=O)c2ccccc12	14.1%	-1.9%	i	23.6%	24.2	26.7	6.1%	17.2%	-5.2%	1
O=c1oc2ccc(Cl)cc2nc1/C=C(\O)c1cccs1	-1.0%	-2.8%	i	nt	nt	nt	-0.3%	nt	nt	nt
O=C(COc1ccc(C(=O)c2ccccc2)cc1)NCc1ccc(F)cc1	-3.6%	-0.6%	i	15.4%	-12.2	-13.6	11.3%	2.2%	0.0%	1.4
CC(C)c1ccc(S(=O)(=O)N2CCN(C(=O)c3ccco3)CC2)cc1	-1.7%	0.3%	i	5.3%	11.4	-2.0	0.7%	8.4%	-8.4%	1.1
CC1CN(C(=O)N[C@@H](Cc2ccccc2)C(=O)O)CC(C)O1 (stereo not given in full)	3.4%	-5.1%	i	-7.0%	-4.5	-10.0	-0.9%	-4.8%	-4.7%	1.2
O=C(NC1CCCC1)c1ccc(CN2CCOCC2)cc1	-1.1%	-7.1%	i	0.1%	-4.9	3.6	-2.1%	-3.2%	-6.4%	1.1

Reprinted at random: 5 records from the list, in no set order.
SMILES	M17LAP inhibition	LYP inhibition	Yfh1-depleted yeast	human PMI inhibition	WT yeast gro inh	WT yeast gro inh mutant strain	M1AAP inhibition	PMI inhibition	XIAP antagonists	TNAP activation fold
COc1cc(/C=C/C(=O)NCCN2CCOCC2)cc(OC)c1OC	-1.2%	-1.7%	i	0.2%	-32.3	7.2	16.1%	0.1%	-11.5%	1.1
O=C(O)CSCNC(=O)C12CC3CC(CC(C3)C1)C2	14.0%	0.9%	i	-6.3%	11.0	9.5	7.6%	-16.0%	-8.2%	1
O=C(NCc1cccc(CNC(=O)C(=O)NCc2ccco2)c1)C(=O)NCc1ccco1	0.0%	-4.1%	i	-15.1%	-9.7	2.4	4.8%	-5.5%	-4.6%	1.1
CCc1ccc(NC(=O)C(C)OC(=O)c2cc(=O)[nH]c3ccc(S(=O)(=O)Nc4ccc(F)cc4)cc23)cc1 (stereo not given)	8.7%	-6.1%	i	5.6%	4.0	7.2	11.4%	2.0%	-3.7%	1
Nc1nc(SCC(=O)NC2CCCCCC2)[nH]c(=O)c1-c1ccccc1	10.3%	-0.9%	i	-1.7%	nt	nt	0.8%	-4.1%	-2.2%	1.1

Following part
SMILES	M17LAP inhibition	LYP inhibition	Yfh1-depleted yeast	human PMI inhibition	WT yeast gro inh	WT yeast gro inh mutant strain	M1AAP inhibition	PMI inhibition	XIAP antagonists	TNAP activation fold
c1ccc2c(c1)[nH]c1c(N3CCC4(CC3)OCCO4)ncnc12	-8.6%	-1.6%	i	12.5%	16.7	42.2	3.1%	4.4%	-2.2%	1.1
COc1ccccc1-n1c(C)cc(SC)c(C(C)=O)c1=S	-9.6%	-12.4%	i	-8.1%	22.6	-30.7	9.0%	-0.1%	-11.2%	1.1
CCCC(N)CCCCCC(=O)O (stereo not given)	-16.3%	-14.6%	i	-0.8%	-4.3	2.8	11.6%	-8.8%	-6.0%	1.1
CC(=O)NCCn1c(SCC(=O)c2ccccc2)nc2ccccc2c1=O	0.1%	6.9%	i	-1.1%	-1.6	2.8	-4.2%	3.3%	-4.7%	0.9
CCOC(=O)c1c(-c2ccccc2)csc1NC(=O)CSc1nnnn1C	0.6%	-6.8%	i	-1.4%	16.1	7.5	-2.7%	-4.8%	-7.8%	1.1
COc1cc(CC(=O)OC2CCOC2=O)cc(OC)c1OC (stereo not given)	4.2%	-5.8%	i	1.8%	20.9	9.1	1.8%	-2.9%	0.6%	1.1
CCOC(=O)C(Sc1cc(-c2ccccc2)nc2ncnn12)C(C)=O (stereo not given)	10.7%	-3.0%	i	nt	nt	nt	8.1%	nt	nt	nt
COc1ccc(CNC(=O)c2cnc3n(c2=O)CCS3)cc1	6.2%	-5.1%	i	4.8%	2.5	-0.5	0.9%	-0.2%	-3.6%	1.1
O=C(O)c1ccc(N2CCCC2=O)cc1	-4.7%	-10.2%	i	-0.5%	-1.2	8.0	-0.9%	-6.8%	-5.1%	1.1
O=S(=O)(Nc1cccc(-c2cn3c(n2)SCC3)c1)c1cccs1	-7.2%	-4.3%	i	-20.7%	5.2	5.8	34.0%	-9.9%	-4.5%	1.1
CC(C(Sc1ccccc1N)c1ccccc1)[N+](=O)[O-] (stereo not given)	3.2%	-1.7%	i	nt	nt	nt	2.3%	nt	nt	nt
CC(=O)OCCNc1cc(SC(C)C)c2nonc2c1[N+](=O)[O-]	-5.7%	1.7%	i	39.9%	10.8	-4.3	5.4%	52.0%*	-9.3%	1.1
Cc1ccc2cc(CCNC(=O)c3ccc4c(c3)OCO4)c(=O)[nH]c2c1	-2.0%	-2.4%	i	9.6%	0.2	5.3	0.6%	3.8%	-3.7%	1
COc1cc2sc(C)nc2c2sccc12	2.6%	-1.7%	nt	9.9%	1.7	-0.1	1.0%	30.6%	0.4%	1.2
CC(C)CNC(=O)CN(C)S(=O)(=O)c1ccc(F)cc1	9.3%	-5.4%	i	-0.2%	6.4	11.3	-2.8%	-1.4%	0.8%	1.1
Cc1cc(NC(=S)N(CCN2CCCCC2)Cc2ccco2)ccc1Cl	-4.0%	-3.7%	i	-2.2%	17.9	28.4	-2.5%	-5.0%	-4.0%	1.1
Oc1c(Cl)cc(Cl)cc1C1Nc2ccccc2-n2cccc21 (stereo not given)	-5.6%	-6.6%	i	nt	nt	nt	-0.1%	nt	nt	nt
CC(SCc1ccccc1)C(=O)N/N=C/c1ccc(OCC(=O)NCc2ccco2)cc1 (stereo not given)	2.1%	0.7%	i	8.0%	-1.2	1.8	20.8%	1.3%	-10.1%	1.2
CCCS(=O)(=O)N1CCC(C(=O)NCC2CCCO2)CC1 (stereo not given)	-7.0%	2.0%	i	6.0%	-5.4	-2.6	1.1%	2.2%	-1.0%	1.1
COc1ccc(/C=C(/NC(=O)c2cccs2)C(=O)NCc2ccco2)cc1OC	14.7%	-0.1%	i	1.8%	-9.9	-12.6	1.4%	3.3%	-8.7%	1
CCCNCC1C(Oc2ccc(Cl)cc2)C(=O)N1c1ccccc1C (stereo not given)	22.8%	-10.2%	i	2.9%	16.6	8.8	2.5%	-6.0%	-2.7%	1.1
CCN(C(=O)CSc1nncs1)c1c(N)n(Cc2ccccc2)c(=O)[nH]c1=O	-5.4%	-13.3%	i	-2.1%	-12.7	-8.8	1.8%	-9.4%	-8.2%	1.1
O=C(Cc1ccc(Cl)cc1)Nc1ccc(NC(=O)c2cccs2)cc1	11.1%	-7.2%	i	-1.3%	-0.1	-16.0	3.5%	-5.1%	-6.1%	1
O=C(NNC1CC(=O)N(c2ccc(Br)cc2)C1=O)c1cccnc1 (stereo not given)	23.1%	-7.4%	i	-19.8%	-7.7	11.7	15.5%	-13.4%	2.6%	1.1
O=[N+]([O-])c1ccc(NNC(=S)Nc2ccc(F)cc2)cc1	11.2%	-4.3%	i	5.2%	19.4	25.7	1.6%	-22.7%	-2.2%	0.5
COc1ccccc1NCCC(=O)OCC(=O)Nc1ccc(Cl)cn1	-0.2%	-0.8%	nt	19.5%	15.5	12.6	-1.9%	50.3%*	-2.8%	1
O=C(O)c1ccc(NC(CSCc2ccc(F)cc2)C(=O)O)c([N+](=O)[O-])c1 (stereo not given)	-117.7%	-4.5%	i	2.1%	1.1	0.5	7.5%	-2.6%	-22.1%	1
Cc1nc(SCC(=O)O)c(C#N)c2c1CCCC2	6.0%	2.6%	i	nt	nt	nt	-0.8%	nt	nt	nt
S=C(NCc1cccnc1)Nc1cccc2ccccc12	-0.5%	-6.1%	i	-0.4%	-6.0	-7.7	4.9%	7.8%	-3.4%	1.1
Cc1cc(NC(=O)COC(=O)c2cccc(S(=O)(=O)N3CCOCC3)c2)no1	8.8%	-5.8%	i	-6.9%	13.9	7.7	-6.8%	-13.0%	-6.1%	1
COC(=O)c1ccc(C2C(C(=O)c3cc4ccccc4o3)=C(O)C(=O)N2CCCN(C)C)cc1 (stereo not given)	14.8%	-4.5%	i	-14.1%	0.7	-1.4	2.7%	-24.5%	-2.9%	1
CCC(CC)COC(=O)C(C#N)c1nc2ccccc2nc1N1CCN(CC)CC1 (stereo not given)	-5.7%	6.6%	i	8.5%	58.5	64.8	9.6%	17.2%	-3.4%	1
COc1ccc(C(NC(C)=O)c2ccc3cccnc3c2O)c(OC)c1 (stereo not given)	17.6%	-1.8%	i	4.7%	0.9	5.0	-15.2%	35.3%	3.6%	1.2
